# Assay outcomes from PubChem.
# OXTR potentiate = potentiators of human oxytocin receptor; P30559; CHO-OTR cells, Fluo-8 calcium fluorescence, potentiator mode; 0% = oxytocin EC15, 100% = EC100; activation, % at 3 µM; AID 2445; hit rate 0.061% among 320,000;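 active means activation above that plate's cutoff, the mean activation of tested compounds plus 3 SD, cut at about 6.6% in these data, passing the limit was not always enough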;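 further: 100% uses oxytocin at 75 nM as the full agonist control; some results filed as inactive read as strong as hits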
#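 System: human OTR in CHO cells / Also added: sub-maximal oxytocin, roughly EC15 / Control set: EC15 oxytocin low, 75 nM oxytocin high / Schedule: 6 min compound pre-incubation at room temperature, 100 s kinetic read / Compound: single-point 3.0 µM / Replication: singlicate / Technique: Fluo-8 calcium dye fluorescence / Read-out basis: % activation of max/min ratio relative to oxytocin controls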
# TAAR1 antag = antagonists of human TAAR1; hit rate 1.5% among 360,000; Q96RJ0; inhibition, % at 3 µM; CHO RD-HGA16 TAAR1, Fluo-8 calcium fluorescence, antagonist;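 active means inhibition above a per-plate cutoff, the mean inhibition of test compounds on that plate plus 3 SD, cut at about 49% in these data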;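 further: 0% = DMSO plus EC80 beta-PEA response and 100% = DMSO alone without agonist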
# Target sequence (Q96RJ0 whole entry, looked up): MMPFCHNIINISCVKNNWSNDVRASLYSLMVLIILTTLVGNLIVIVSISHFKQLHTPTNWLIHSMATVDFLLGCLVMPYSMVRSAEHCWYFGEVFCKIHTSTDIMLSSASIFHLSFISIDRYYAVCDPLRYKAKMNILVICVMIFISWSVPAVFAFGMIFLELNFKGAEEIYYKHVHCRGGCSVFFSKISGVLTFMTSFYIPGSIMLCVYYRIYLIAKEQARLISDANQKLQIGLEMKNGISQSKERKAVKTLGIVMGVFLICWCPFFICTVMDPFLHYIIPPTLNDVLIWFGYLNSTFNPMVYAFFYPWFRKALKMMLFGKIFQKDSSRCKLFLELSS
#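 Test system: RD-HGA16 CHO cells with stable hTAAR1 and Gα16 / Probe or stimulus: EC80 β-phenethylamine stimulus / Times: seeding 17-24 h prior, 75-min 37 °C, 30-min RT dye loading / Detection: Fluo-8 calcium-sensitive fluorescence / Read-out basis: % inhibition scaled between DMSO and EC80 PEA controls / Repeats: singlicate, one well per test compound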
# CHO-K1 Ca ag = M1 agonist counterscreen hit in parental CHO-K1 cells. Fluo-8 calcium fluorescence; scaled to maximal ATP response, vehicle zero. activation, % at 3 µM. hit rate 0.48% among 360,000; in the data active means activation above about 15%;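 further: untransfected CHO-K1 host cells lacking M1 receptor as counterscreen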
# CHRM1 antagonist = antagonists of human M1 muscarinic receptor | inhibition, % at 3 µM | hit rate 1.3% among 360,000 | CHO-K1 hM1, Fluo-8 calcium fluorescence, ACh EC80 antagonist | P11229;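 active means percent inhibition above its own plate's cutoff, namely the mean of that plate's compound wells plus 3 SD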;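 further: peak over basal fluorescence ratio during 140 s after agonist addition; 0% = ACh EC80 plus DMSO and 100% = DMSO alone without agonist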
# Target sequence (P11229 whole entry, looked up): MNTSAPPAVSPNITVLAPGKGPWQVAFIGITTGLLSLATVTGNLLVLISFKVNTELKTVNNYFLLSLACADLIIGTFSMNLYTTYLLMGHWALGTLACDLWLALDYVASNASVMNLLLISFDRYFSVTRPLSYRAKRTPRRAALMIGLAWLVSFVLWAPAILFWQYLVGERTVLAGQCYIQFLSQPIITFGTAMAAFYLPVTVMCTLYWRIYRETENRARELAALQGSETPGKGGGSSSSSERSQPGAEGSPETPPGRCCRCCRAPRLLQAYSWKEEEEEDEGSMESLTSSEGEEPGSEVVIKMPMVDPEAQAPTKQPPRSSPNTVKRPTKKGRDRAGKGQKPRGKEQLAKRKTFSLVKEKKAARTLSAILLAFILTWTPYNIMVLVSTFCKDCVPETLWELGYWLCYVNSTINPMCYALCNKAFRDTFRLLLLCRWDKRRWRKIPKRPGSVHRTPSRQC
# CHO parental Ca = counter-screen for OX1R antagonists: effect in parental CHO cells; parental CHO-K1, ATP-induced calcium, Fluo-8 fluorescence; inhibition, % at 5.6 µM; hit rate 0.63% among 330,000;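 active means inhibition above that plate's mean sample inhibition plus 3 SD, cut at about 26% in these data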;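 further: 0% = ATP-challenged DMSO wells and 100% = DMSO wells without ATP; some compounds past the cut are filed as inactive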
#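 Assay system – parental CHO cells · Reagent – ATP stimulus · Detection – intracellular calcium via Fluo-8 no-wash fluorescent dye · Evaluation – percent inhibition of ATP-evoked calcium rise, normalized to controls · Controls – ATP wells versus no-ATP DMSO wells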
# TAAR1 ag = agonists of human TAAR1. CHO RD-HGA16 TAAR1, Fluo-8 calcium fluorescence; vehicle wells 0%, saturating PEA agonist 100%. hit rate 0.99% among 360,000. activation, % at 3 µM. Q96RJ0;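 active means activation above the mean activation of all test compounds in the run plus 3 SD, cut at about 38% in these data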
#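 System: CHO-derived RD-HGA16 cells with stable Gα16 and human TAAR1. Times: 17-24 h plating, Fluo-8 75 min 37 °C, 30 min RT. Measured by: calcium-sensitive Fluo-8 signal, excitation 470-495, emission 515-575 nm. Read-out basis: % activation relative to PEA EC100 response. Control set: DMSO and PEA EC100. Repeats: no replicates (n 1).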
# CHO-K1 Ca PAM = nonselective activator or artifact in parental CHO-K1 calcium assay | ATP EC20, Fluo-8 calcium fluorescence; 0% at ATP EC20, 100% at ATP max | AID 602247 | hit rate 0.02% among 360,000 | activation, % at 3 µM;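 active means activation above the run cutoff, the mean activation of all test compounds plus 3 SD, cut at about 40% in these data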;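 further: peak over basal fluorescence ratio in a 140 s read after ATP addition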
# CHO-K1 Ca antag = M1 antagonist counterscreen hit in parental CHO-K1 cells | ATP-induced calcium, Fluo-8 fluorescence | hit rate 0.6% among 360,000 | inhibition, % at 3 µM;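 active means inhibition above a per-plate cutoff, the plate's mean sample inhibition plus 3 SD, cut at about 24% in these data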;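 further: 0% = DMSO plus EC80 ATP and 100% = DMSO alone without ATP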
# CHRM1 agonist = activates human CHRM1 receptor. activation, % at 3 µM. P11229. CHO-K1 hM1, Fluo-8 calcium fluorescence, agonist mode; 0% DMSO, 100% acetylcholine EC100. hit rate 0.33% among 360,000;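 active means activation above the run's mean compound activation plus 3 SD, cut at about 16% in these data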;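 further: peak over basal fluorescence ratio within a 140 s kinetic read after compound addition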
# * = called active by the depositor; . = no result given. Hits appear at their usual frequency; overall some 4.2% were active at least once.
SMILES,OXTR potentiate,TAAR1 antag,CHO-K1 Ca ag,CHRM1 antagonist,CHO parental Ca,TAAR1 ag,CHO-K1 Ca PAM,CHO-K1 Ca antag,CHRM1 agonist
O=S(=O)(NCc1ccc2c(c1)OCO2)c1cccc(F)c1,.,-11,0.3,-16,.,2,1,-6,-6
O=C1CC(c2cccc(F)c2)C2=C(CCCC2=O)N1 (configuration not stated),-10,-1,-0.2,-23,10,8,4,-2,2
CCCc1[nH]nc2c1C(c1ccc(OC)c(CSC3=NCCS3)c1)C(C#N)=C(N)O2 (configuration not stated),-1,-14,-0.1,4,-26,16,-2,0,-2
O=S(=O)(c1ccc(F)cc1)N1CCCN(c2nccc(C(F)(F)F)n2)CC1,-6,-11,1.9,-6,-7,1,27,-11,-2
CCCc1cc(=O)oc2c(C)c(OS(C)(=O)=O)ccc12,-7,-9,0.7,2,1,6,17,-1,-4
O=C(COc1ccccc1)NC1CCN(Cc2ccccc2)CC1,-7,16,0.8,-4,-8,0,18,-15,-11
COc1ccccc1OCC(=O)Nc1ccc(S(=O)(=O)NC(C)=O)cc1,-5,0,1.7,-17,-4,10,16,-9,-2
COc1cc(CN2CCC(C(=O)NC3CCCC3)CC2)ccc1O,1,-7,2.8,-9,-4,0,-8,-5,-4
O=C(CCN1C(=O)S/C(=C\c2ccc(F)cc2)C1=O)Nc1ccc(O)cc1C(=O)O,-9,-21,-0.1,-2,-14,-3,-11,11,2
CC(CC(=O)O)CC(=O)Nc1cc(C(F)(F)F)cc(C(F)(F)F)c1 (configuration not stated),-5,-23,0.1,-7,-8,1,19,-5,-1
Cc1cccc(C)c1NC(=O)CNC(=O)CNC(=O)c1ccc2ccccc2c1,.,-8,0.7,23,.,1,-21,14,12
COc1ccc(S(=O)(=O)NCC(c2ccc(C)cc2)N2CCN(C)CC2)cc1 (configuration not stated),-2,-15,1.0,-5,-18,3,-13,2,-7
CC(=O)N1CCc2cc(S(=O)(=O)CCC(=O)N3CCN(c4cc(C)ccc4C)CC3)ccc21,-3,10,0.6,-8,1,7,7,-5,0
Cc1sc2ncnc(N3CCC(C(=O)N(C)CC(=O)Nc4ccccc4Cl)CC3)c2c1C,-15,64*,8.0,8,-17,11,-4,7,0
CN(Cc1ccccc1)C(=O)c1cc(=O)[nH]c2ccccc12,-2,-1,0.9,-9,0,0,7,9,-1
COc1cc2cc(CN(Cc3cccs3)C(=S)Nc3ccccc3)c(=O)[nH]c2cc1OC,-10,46,1.9,11,-21,10,24,-5,-2
CN(C)/C=C1\NC(=S)N(c2ccccc2)C1=O,-15,-3,-0.2,-7,-3,12,-1,3,-4
COc1ccccc1CC(=O)NCc1nn(-c2ccccc2)nc1C,-3,-8,0.3,-11,-4,2,-19,11,-4
COc1ccc2oc3c(ccc[n+]3C)c(=O)c2c1,.,0,0.6,4,.,0,5,2,-2
O=C(CCCN1C(=O)C(c2ccccc2)Oc2cccnc21)NCc1ccc(F)cc1 (configuration not stated),-6,-27,6.1,0,-18,1,8,-8,-1
COC(=O)C1CCN(C2=C(NS(=O)(=O)c3ccc(Cl)cc3)C(=O)c3ccccc3C2=O)CC1,-3,-42,-0.1,-22,-8,-3,6,-3,-7
CC12CCC(C(=O)NNc3ccc([N+](=O)[O-])cc3)(CC1=O)C2(C)C (configuration not stated),-10,1,0.4,-9,-6,2,3,10,-3
OCCC1CN(Cc2cccn2-c2cccnc2)CCN1Cc1ccccc1 (configuration not stated),2,-4,-0.3,-13,-17,7,17,-10,-6
Cc1ccc(NC(=O)CN2C(=O)S/C(=C\c3cc(C)n(-c4ccc(C(=O)O)cc4)c3C)C2=O)cc1,-1,1,-0.9,-5,3,7,-3,6,-3
O=C1NN=C(c2ccc(Br)cc2)CC1c1ccc(Cl)cc1 (configuration not stated),-18,-5,-0.2,-2,-9,7,5,-2,-9
SMILES,OXTR potentiate,TAAR1 antag,CHO-K1 Ca ag,CHRM1 antagonist,CHO parental Ca,TAAR1 ag,CHO-K1 Ca PAM,CHO-K1 Ca antag,CHRM1 agonist
S=C(c1cccs1)N1CCN(c2ccccc2)CC1,.,4,0.1,-2,.,0,18,-14,-6
COc1cccc(C(=O)N(C)CC2CCN(CCc3cccc(C(F)(F)F)c3)CC2)c1,-8,-15,1.2,25,-24,2,2,-11,-9
CC1CCN(C(=O)C2CCN(C(=O)c3cc4sccc4n3Cc3ccc(F)cc3)CC2)CC1,-13,21,2.5,12,-6,37,-7,-12,-5
CON(C)S(=O)(=O)c1ccc2c(c1)N(Cc1ccc(C)cc1)C(=O)C1CCCN21 (configuration not stated),-13,7,0.6,-5,-5,6,1,13,-4
CN1CCN([C@H]2CS(=O)(=O)N[C@@H]2COCc2ccccc2)CC1,.,-24,-0.1,14,.,0,-8,23,-10
COc1ccc2c(C)c(C(=O)NCC(C)O)oc2c1OC (configuration not stated),-6,7,-0.2,-7,-17,1,4,-1,-4
COc1cc(OC)c(OC)cc1CN1CCN(Cc2ccco2)CC1,-8,-3,1.1,-9,7,2,20,-11,-3
CC(=O)N1CCN(c2c(F)c(F)c(C(F)(F)F)c(F)c2F)CC1,.,-5,8.8,14,.,6,-13,1,3
C=CCn1c(CC(=O)Nc2cccc(OC)c2)nnc1SCC(=O)NC1CCCCC1,0,-4,-0.1,2,-15,0,-5,11,-6
CCCS(=O)(=O)N1CCC(CCOc2ccccc2)(C(=O)OCC)CC1,-10,-5,2.8,3,-12,13,-20,8,-2
CCOC(=O)CSc1nc2cc(C)ccc2cc1C#N,-21,-7,0.4,3,-31,7,15,-14,-4
Cc1nccn1CC(=O)O,-6,0,.,.,-10,15,.,.,.
Cc1ccc(C2=C(c3ccc([N+](=O)[O-])cc3)C(=O)OC2)cc1C,-3,16,0.5,4,-7,1,-4,-11,-12
Cc1ccc(S(=O)(=O)NC(N)=NCCc2ccc(Cl)cc2)cc1,1,-5,0.6,-3,-14,0,9,-2,-7
CCc1ccccc1NC(=O)CNC(=O)c1ccc(-n2cncn2)c([N+](=O)[O-])c1,-12,-12,0.7,3,6,3,13,-4,-3
C=CCC[C@@H](Cc1ccc(F)cc1)C(=O)OC[C@@H](Cc1c[nH]c2ccccc12)NC(=O)[C@@H](CC=C)CC(=O)N[C@H](CO)Cc1ccccc1,-9,1,0.3,-7,-13,3,-11,-7,-4
CC(C)NC(=O)Nc1ccc2c(c1)C(=O)N([C@@H](C)CO)C[C@@H](C)[C@@H](CN(C)S(=O)(=O)c1ccc(F)cc1)O2,7,17,0.6,-9,-10,1,12,-16,-5
Cc1cc(=O)oc(C)c1C(=O)Nc1ccc(Cl)cn1,-11,17,1.0,-9,-4,12,24,-18,-3
NC(=S)NNC(=O)C12CC3CC(CC(C3)C1)C2,-17,80*,19*,23*,27,140*,-6,8,29*
O=c1c2ccccc2c2ccccc2c(=O)n1-c1ccccc1,4,-10,0.1,-8,-1,-1,13,-10,-1
CCCCOCCCNC(=O)C1c2ccccc2Oc2ccccc21,1,0,-0.2,-11,-10,0,-8,6,-2
O=C(N/N=C/c1cc(Br)c(O)c(Br)c1)c1cccnc1,-5,7,0.5,-4,-3,3,-22,-4,-2
COc1ccccc1OCC(=O)N/N=C/c1cccc2cccnc12,-10,9,2.8,-1,-23,11,12,-10,0
CC(=O)C(/C=N/c1cc(-c2ccc(C)cc2)nn1-c1ccccc1)=C(\C)O,-6,-26,0.3,0,-22,-2,11,6,-7
COc1cc(C(=O)NC(C)Cc2cccs2)cc(OC)c1OC (configuration not stated),4,4,0.3,-5,-20,4,15,-8,-5
SMILES,OXTR potentiate,TAAR1 antag,CHO-K1 Ca ag,CHRM1 antagonist,CHO parental Ca,TAAR1 ag,CHO-K1 Ca PAM,CHO-K1 Ca antag,CHRM1 agonist
O=C(Nc1nc(-c2ccccn2)cs1)c1ccc(Cl)s1,-6,14,3.6,-12,19,12,19,1,-8
O=C(Nc1ccc([N+](=O)[O-])cc1)C(=O)Nc1cccc(C(=O)O)c1,2,-23,0.8,-11,-6,1,9,-8,-1
Cc1ccc(C)c(SCC(=O)OCC(=O)c2ccco2)c1,1,2,0.2,-2,-5,4,1,-13,-9
CN(C(=O)c1cccc(NC(=O)Cc2ccc(NC(=O)C3CCN(C(=O)C4CCC4)CC3)cc2)c1)C1CC1,.,-12,2.5,-6,.,1,12,-4,-3
Cc1ccc(NC(=S)NNC(=O)Nc2ccccc2)cc1,0,-18,-0.4,13,-12,3,-7,7,-6
CCc1cc(C(=O)Cc2nc3ccccc3[nH]2)c(O)cc1O,-7,-6,0.0,1,-25,3,7,-1,-2
O=C(CCNC(=O)c1ccccc1Cl)NCCc1ccc(C(F)(F)F)cc1,-7,0,3.0,-15,-15,1,-2,-12,-2
COc1ccc(Nc2ccccc2C(=O)O)cc1,-2,12,-0.6,-1,-17,5,4,-5,4
CC1=C(C(=O)OCc2ccccc2)C(c2cccc3ccccc23)NC(=O)N1CCCC(=O)O (configuration not stated),-9,8,-0.3,19,4,11,-20,10,-6
Cc1ccc2c(c1)c1nc3ccccc3nc1n2C,10,-41,-0.3,-4,-17,-1,17,-7,-7
CC1(C)CN=C(c2ccccc2)NC1,.,-20,-0.2,-9,.,2,-3,8,-8
O=C(CCC1CCCN(C(=O)c2ccoc2)C1)NCc1ccc(F)c(F)c1 (configuration not stated),1,1,1.0,0,-10,7,24,-13,-4
O=C(Nc1ccc2ncccc2c1)c1ccccc1,-10,4,0.9,-10,-2,0,10,-6,-2
CCC(=O)Nc1ccccc1C(=O)OCc1ccc(C(=O)c2ccccc2)cc1,-2,39,1.6,2,-20,8,18,-17,-5
COC(=O)c1cn(CCOc2ccccc2F)c2ccccc12,1,10,0.8,-6,-12,4,17,6,-2
Oc1ccc(N2CCN(C(c3ccncc3)c3nnnn3C3CCCC3)CC2)cc1 (configuration not stated),-7,-13,-0.3,11,-14,1,-10,4,-7

# Arranged by molar mass (falling): 4 of the compounds above.
SMILES,OXTR potentiate,TAAR1 antag,CHO-K1 Ca ag,CHRM1 antagonist,CHO parental Ca,TAAR1 ag,CHO-K1 Ca PAM,CHO-K1 Ca antag,CHRM1 agonist
CC1=C(C(=O)OCc2ccccc2)C(c2cccc3ccccc23)NC(=O)N1CCCC(=O)O (configuration not stated),-9,8,-0.3,19,4,11,-20,10,-6
O=C(CCNC(=O)c1ccccc1Cl)NCCc1ccc(C(F)(F)F)cc1,-7,0,3.0,-15,-15,1,-2,-12,-2
Cc1ccc(C)c(SCC(=O)OCC(=O)c2ccco2)c1,1,2,0.2,-2,-5,4,1,-13,-9
Cc1ccc2c(c1)c1nc3ccccc3nc1n2C,10,-41,-0.3,-4,-17,-1,17,-7,-7
